High-throughput results (PubChem)
PLC-gamma1 inh: PLC-gamma1 enzyme inhibitors, primary screen, biochemical, fluorescence, purified enzyme; 1-phosphatidylinositol 4,5-bisphosphate phosphodiesterase gamma-1 (Homo sapiens), P19174; fluorogenic substrate; inhibition, % at 12.2 µM; actives 0.84% (n = 370,000); AID 720700, 2013; in the data active means inhibition above about 9.5%
ssDAF12 agonist: S. stercoralis DAF-12 nuclear receptor activators, primary screen, cell-based, luminescence, HEK293, GRIP1 co-expression, lit1-tk-luc | Nuclear hormone receptor DAF-12 (Strongyloides stercoralis) | HEK293 ssDAF-12/GRIP1 lit1-tk-luc reporter; % of 3 µM dafachronic acid response | activation, % at 6.8 µM | actives 1% (n = 370,000);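 active means activation above the mean over all tested compounds plus 3 SD, cut at about 0.9% in these data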;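 further: 0% = DMSO-only wells and 100% = 3 µM delta7-dafachronic acid wells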
MBD2 DNA inh: inhibitors of MBD2 binding to methylated DNA, primary screen, biochemical, TR-FRET, DNA-binding domain, human; actives 0.31% (n = 370,000); AID 686964, 2013; Methyl-CpG-binding domain protein 2 (Homo sapiens), Q9UBB5; inhibition, % at 4.4 µM; MBD2 binding to methylated oligonucleotide; in the data active means inhibition above about 13%
SMARCA2 activ: SMARCA2 (BRM) function activators, primary screen, cell-based, luminescence, high throughput | MG213 cells, MMTV-luciferase reporter, dexamethasone, overnight | activation, % at 9.1 µM | actives 1% (n = 370,000); in the data active means activation above about 7.8%;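 further: 0% = vehicle wells and 100% = reference activator wells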
PLC-beta3 inh: human PLC-beta3 inhibitors, primary screen, biochemical, fluorescence; inhibition, % at 12.2 µM; actives 0.18% (n = 370,000); Purified PLC-beta3, fluorogenic substrate; 1-phosphatidylinositol 4,5-bisphosphate phosphodiesterase beta-3 (Homo sapiens), Q01970; in the data active means inhibition above about 11%;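 further: 0% = median of compound wells on plate and 100% = full blocker control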
DAX1 inh-1: DAX1 (NR0B1) inhibitors on StAR promoter, primary screen, cell-based, luminescence, SF-1 (NR5A1), full-length DAX-1; HEK293T StAR-luciferase reporter, SF-1/DAX-1 repression relief; inhibition, % at 6.8 µM; actives 1.1% (n = 370,000); AID 652010, 2013;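 active means inhibition above the mean over all tested compounds plus 3 SD, cut at about 3.6% in these data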;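 further: 0% = DAX-1 cells with DMSO and 100% = cells lacking DAX-1 with DMSO; higher inhibition means more luminescence from relief of DAX-1 repression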
hcDAF-12 act: H. contortus DAF-12 nuclear receptor activators, primary screen, cell-based, luminescence, HEK293, lit1-tk-luc reporter. HEK293 hcDAF-12 lit1-tk-luc reporter; 0% DMSO, 100% Δ7-dafachronic acid. AID 652067, 2013. activation, % at 6.8 µM. actives 1.4% (n = 370,000);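 active means activation above the mean of all tested compounds plus 3 SD, cut at about 5.5% in these data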;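 further: 100% = response to 3 µM Δ7-dafachronic acid high control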
ADAM17 inh: ADAM17 inhibitors, primary screen, biochemical, QFRET | Disintegrin and metalloproteinase domain-containing protein 17 (Homo sapiens), P78536 | recombinant ADAM17, EDANS/DABCYL FRET peptide cleavage | inhibition, % at 6.95 µM | actives 0.83% (n = 370,000) | AID 720648, 2013;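 active means inhibition above the mean of compounds lying between control limits plus 3 SD, set per campaign, cut at about 8.5% in these data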;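 further: 0% = DMSO-only wells as the low control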
Target sequence (P78536 215-824 limits assumed): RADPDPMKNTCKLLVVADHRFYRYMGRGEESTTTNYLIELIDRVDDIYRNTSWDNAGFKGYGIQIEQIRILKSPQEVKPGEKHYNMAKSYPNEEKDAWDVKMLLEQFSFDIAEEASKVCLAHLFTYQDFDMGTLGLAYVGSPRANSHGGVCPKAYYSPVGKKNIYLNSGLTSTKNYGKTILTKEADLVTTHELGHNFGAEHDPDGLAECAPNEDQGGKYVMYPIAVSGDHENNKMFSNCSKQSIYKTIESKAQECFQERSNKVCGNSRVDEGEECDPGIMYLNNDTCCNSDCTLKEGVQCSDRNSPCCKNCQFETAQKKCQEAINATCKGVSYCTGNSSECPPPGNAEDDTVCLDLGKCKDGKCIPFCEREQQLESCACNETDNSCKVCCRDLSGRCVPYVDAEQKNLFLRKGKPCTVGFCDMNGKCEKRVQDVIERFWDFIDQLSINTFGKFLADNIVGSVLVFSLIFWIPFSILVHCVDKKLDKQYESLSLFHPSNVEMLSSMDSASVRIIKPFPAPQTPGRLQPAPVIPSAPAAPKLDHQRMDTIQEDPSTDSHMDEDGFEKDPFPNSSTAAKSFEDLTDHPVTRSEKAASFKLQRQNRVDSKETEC
DAX1 inh-2: DAX1 (NR0B1) inhibitors, primary screen, cell-based, HEK293, Gal4-DAX1, luciferase luminescence; HEK293 Gal4-DAX1 luciferase reporter; Nuclear receptor subfamily 0 group B member 1 (Homo sapiens), P51843; inhibition, % at 6.75 µM; actives 0.99% (n = 340,000); AID 504766, 2011;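 active means inhibition above the mean over all tested compounds plus 3 SD, cut at about 4.2% in these data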;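 further: 0% = DAX1-transfected cells with DMSO and 100% = empty-vector control cells with DMSO; inhibition shows as a rise in luminescence from relieved DAX1 repression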
Target sequence (P51843 207-470 limits assumed): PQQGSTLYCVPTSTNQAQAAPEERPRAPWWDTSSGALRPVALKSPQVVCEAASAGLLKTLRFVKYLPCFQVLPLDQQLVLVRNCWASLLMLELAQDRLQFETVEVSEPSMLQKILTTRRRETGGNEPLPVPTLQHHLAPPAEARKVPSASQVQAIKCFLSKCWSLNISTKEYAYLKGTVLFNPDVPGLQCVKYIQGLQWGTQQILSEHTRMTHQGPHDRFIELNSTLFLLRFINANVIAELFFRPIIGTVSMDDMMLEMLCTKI
NR1D1 modulator: modulators of Rev-erb alpha DNA binding, primary screen, biochemical, FITC-DNA, fluorescence polarization, uHTS | actives 0.79% (n = 370,000) | Rev-erbα–FITC-DNA binding, 90 min | activity, % at 10 µM | Nuclear receptor subfamily 1 group D member 1 (Homo sapiens), P20393;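 active means activity above about 14%, limit read from the data; passing the limit was not always enough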;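 further: 0% = DMSO wells with 35 nM protein and 100% = DMSO wells with 750 nM protein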
hgDAF12 agonist: H. glycines DAF-12 receptor agonists, primary screen, cell-based, luminescence, HEK293, GAL4 fusion, UAS-luciferase; HEK293 GAL4-hgDAF12 UAS-luciferase reporter, agonist luminescence; normalized to butyrate control; activation, % at 6.8 µM; actives 1.8% (n = 370,000); AID 687014, 2013;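 active means activation above a cutoff set at the mean of all screened compounds plus 3 SD, cut at about 10% in these data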;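 further: 0% = DMSO wells and 100% = sodium butyrate wells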
* marks the source's active call; other numbers are inactive results; / = no result given.

SMILES	PLC-gamma1 inh	ssDAF12 agonist	MBD2 DNA inh	SMARCA2 activ	PLC-beta3 inh	DAX1 inh-1	hcDAF-12 act	ADAM17 inh	DAX1 inh-2	NR1D1 modulator	hgDAF12 agonist
C=CCn1c(SCc2cc(=O)n3cc(C)ccc3n2)nnc1-c1ccc(F)cc1	-19	-0.9	12	-2	-17	-0.4	-1.6	-13	1.1	6	-1.2
O=C1c2ccccc2C(=O)N1CCOc1cccc(Br)c1	6	0.3	-2	6	1	4.4*	1.6	3	1.1	3	10
COc1ccc(C2(C(=O)NC3CCCCC3)CCOCC2)cc1OC	4	-1.0	7	5	1	0.1	-0.8	3	0.0	2	-1.2
O=C(CSCc1ccccc1)Nc1ccc(F)c(F)c1	1	-0.8	16*	3	4	1.4	2.3	-2	0.7	0	6.3
COC(=O)c1nc(N)sc1C(C)C	-2	-1.6	-1	-1	-7	0.6	1.8	-3	-0.2	9	2.4
CCn1c(CCNC(=O)c2ccc(F)cc2)nc2ccccc21	2	-0.6	3	0	3	-1.4	-0.6	-3	1.4	3	-0.3
Cc1c(NC(=O)c2ccc(N(C)S(C)(=O)=O)cc2)c(=O)n(-c2ccccc2)n1C	4	-1.6	-3	-1	7	0.4	-1.6	1	2.3	-1	-0.8
Cc1ccc(-c2noc(C3CCN(C(=O)Nc4ccc(C#N)cc4)CC3)n2)o1	3	-2.4	1	-4	-2	-1.9	-0.7	1	-1.7	-3	-3.5
COc1ccc(C(=O)NN(c2ccccc2)c2ccccc2)cc1	-3	-1.2	5	-2	-4	-0.6	-1.3	-6	1.3	3	-2.3
CCOC(=O)N1CCN(C(=O)c2noc(C(C)C)c2[N+](=O)[O-])CC1	1	0.0	-7	2	1	-0.7	0.8	-3	-0.1	5	0.0
Cc1ccc(C)c(CN2C(=O)C3CCCN3c3ccc(C#N)cc32)c1 (centres undefined)	-56	-1.0	0	-2	-105	-0.7	-0.8	-11	0.1	49*	1.4
CCOC(=O)Nc1c(O)ccc2oc(C)c(-c3ccccc3)c12	-1	-1.2	3	1	-1	-0.7	-1.6	-3	1.6	4	-0.7
Nc1cc(C(=O)OCC(=O)NNC(=O)c2cccs2)ccc1Cl	-32	-0.4	-2	-2	-42	-0.5	0.9	-12	-0.5	6	0.7
Cc1ccccc1Sc1ccc(N)cn1	2	-1.4	-2	0	1	0.3	-0.6	-7	/	0	-1.5
OC(COC(c1ccccc1)c1ccccc1)CN1CCc2ccccc2C1 (centres undefined)	5	-1.1	11	-3	-8	-0.1	2.8	-3	2.4	-1	1.9
C=CCNc1nc(NCc2ccccc2)nc(OCC)n1	0	-1.1	4	-2	-7	-0.2	-2.6	-3	-0.3	7	-0.9
COc1ccc(N2CCN(C(=O)c3ccc(-c4ccccc4)cc3)CC2)cc1	1	-1.6	1	-3	-7	-0.3	-2.0	-7	0.1	0	-1.3
CNC(=O)c1cccc(NC(=O)CCCNC(=O)c2ccc(Cl)cc2)c1	-2	-1.6	10	-2	-7	-0.4	-1.9	-2	-0.2	-3	-2.8
O=C1NC(=O)C2C1C(c1ccc([N+](=O)[O-])cc1)=NN2Cc1ccccc1 (centres undefined)	-136	-1.4	-2	-1	-193	-0.9	-0.6	-3	-0.5	0	-0.8
CCC1NC(=O)c2cccnc2-n2c1nc1cc(OC)c(OC)cc1c2=O (centres undefined)	-1	-1.1	-5	1	3	2.5	0.1	-6	0.7	-1	2.2
CCC1CCCCN1C(=O)c1cc(COc2ccc(-n3cncn3)cc2)on1 (centres undefined)	0	-1.3	1	1	-7	-3.2	-1.7	-7	-1.0	1	-2.1
COc1ccc(NC(=O)N(O)C2(C#N)CCCCC2)cc1	0	-0.3	1	0	-2	1.5	3.1	-1	1.6	-4	8.8
CCOc1cc(/C=N/NC(=O)C(O)(c2ccccc2)c2ccccc2)ccc1OC(=O)c1ccco1	-1	-0.7	-2	-2	-10	-0.7	-2.6	3	0.6	3	0.8
Cc1ccccc1Cc1c(C)nc2c(C(=O)NCc3ccc4c(c3)OCO4)cnn2c1C	-12	-1.4	8	-3	-15	1.0	1.1	-3	-1.0	7	4.6
Cc1ccc(S(=O)(=O)N2[C@H](CC(=O)c3cccc4ccccc34)OC[C@@H]2C(C)C)cc1	2	-0.8	6	-4	0	-0.5	-0.5	6	/	2	-2.6
Cc1cccn2cc(CCNS(=O)(=O)c3ccc([N+](=O)[O-])cc3)nc12	5	-0.7	2	4	6	-0.8	-1.1	-2	0.6	-7	-2.7
Cc1nc(N2CCN(c3ccccc3F)CC2)[nH]c(=O)c1C	-3	-1.8	1	-2	-8	-0.3	-2.1	1	0.6	3	1.0
O=C(CSc1nc2ncccc2[nH]1)Nc1ccc2c(c1)OCCO2	2	-1.1	0	0	0	-0.6	0.2	0	0.2	-1	5.7
CC1CCCCN1C(=O)CNCc1ccc(F)cc1 (centres undefined)	1	-0.9	37*	2	-4	0.7	1.2	-2	1.0	-1	2.4
COc1ccc(C(=O)N2CCCC2(C#N)c2ccccc2)cc1[N+](=O)[O-] (centres undefined)	3	-1.3	-3	-4	4	-0.7	-3.7	-1	-1.4	-7	-2.4
COc1ccc(-c2ccc(C(=O)O)c(=O)[nH]2)cc1	-87	-0.7	-1	3	-97	0.9	-0.6	-166	-0.5	-3	2.0
Cn1cnnc1SCC(=O)Nc1nc(-c2ccccc2)cs1	1	-1.3	-7	0	1	0.4	-0.2	0	/	-6	-0.2
C=CCn1c(C(C)NC(=O)COC)nc2ccccc21 (centres undefined)	3	-1.0	-4	0	4	0.7	-1.1	0	0.1	-2	-1.1
O=C(NCCC1CCCCN1S(=O)(=O)c1ccccc1)C(=O)NCCN1CCOCC1 (centres undefined)	1	-1.2	-5	0	-3	0.3	1.9	-1	-0.1	-1	2.6
Cc1c(Cl)cccc1N=C1SCCN1C(=O)CN1C(=O)NC2(CCCC2)C1=O	0	-1.1	3	-2	-2	-0.3	-1.4	4	-0.7	5	-1.0
O=C(NC1CCCCC1)C(c1ccccn1)N(C(=O)Cc1cccs1)c1ccc(Cl)cc1 (centres undefined)	2	-0.8	-1	0	1	0.1	3.2	1	-1.9	0	0.5
COc1nc(-c2ccc(Cl)cc2)nnc1C	1	0.2	8	-2	-1	0.0	3.5	-7	1.4	-4	0.1
O=C(O)c1[nH]c2ccccc2c1NS(=O)(=O)Cc1ccccc1	-20	0.2	0	4	-26	-0.9	6.0*	-19	2.5	3	0.9
COc1ccc(-c2cc3nc(C)cc(N4CCN(C(=O)c5ccco5)CC4)n3n2)cc1	-24	-1.5	-1	0	-35	-3.6	-0.8	-10	-1.8	-2	-1.8
CCCCCCCCNc1ccccc1S(=O)(=O)NCc1ccccc1	-2	-1.0	4	-4	-2	-1.0	-1.0	4	-1.1	1	1.8
COCCCN(C(=O)Nc1ccccc1)C(C)c1ccncc1 (centres undefined)	0	-1.7	-5	0	6	-0.7	-0.8	-1	0.7	-7	6.5
COC(=O)c1ccc(OC(=O)c2cccnc2SC)cc1	-1	-1.1	0	-2	-6	-0.2	-2.1	-4	0.8	-1	-0.8
Fc1ccc(C(c2nnnn2Cc2ccco2)N2CCN(C3CCCCC3)CC2)cc1 (centres undefined)	0	-0.9	-4	-1	3	0.6	0.2	-1	2.3	3	2.5
CN(Cc1ccccc1)S(=O)(=O)c1cccc(C(=O)OCc2cccc(C(F)(F)F)c2)c1	3	-1.5	-3	1	1	-0.6	-1.1	-2	/	-1	0.4
Cc1cc(NC(=O)CSc2nc(-c3ccccc3)nc3c2c(=O)n(C)c(=O)n3C)no1	2	-1.2	1	2	3	1.2	-2.0	0	1.6	15	-0.7
COC(=O)c1ccc(COC(=O)c2cc3ccccc3oc2=O)cc1	-4	-1.2	5	-3	-6	-0.2	1.6	-3	0.7	1	2.7
COc1ccc(NC(=O)CN(c2c(C)cccc2C)S(C)(=O)=O)cc1	8	-1.6	-2	-3	3	-0.1	-1.0	3	0.0	6	-2.7
CCOC(=O)C1CCCN(C(=O)Cn2cccc2C(=O)c2ccccc2)C1 (centres undefined)	2	-1.3	2	2	-2	-0.3	1.1	-2	1.5	1	-0.3
COc1ccccc1CNC(=O)c1cc(-c2ccccc2C)n(CC2CC(c3cccc([N+](=O)[O-])c3)=NO2)n1 (centres undefined)	1	-1.9	-2	-2	4	-1.1	-1.6	8	-1.8	2	-1.7
COc1cc(NS(=O)(=O)c2ccc3c(c2)oc(=O)n3C)cc(OC)c1OC	0	-2.0	-6	-3	3	-2.8	-1.7	1	-4.0	5	-1.7
The results go on.
SMILES	PLC-gamma1 inh	ssDAF12 agonist	MBD2 DNA inh	SMARCA2 activ	PLC-beta3 inh	DAX1 inh-1	hcDAF-12 act	ADAM17 inh	DAX1 inh-2	NR1D1 modulator	hgDAF12 agonist
Cc1oc2c(c1C(=O)NCc1ccccc1)CCCC2	3	-1.2	3	-1	-3	0.7	-1.8	-2	0.7	5	-2.1
CCOc1ccccc1/C=C/c1onc(C)c1S(=O)(=O)N1CCC(C(=O)NC(C)(C)C)CC1	-4	-1.2	-1	-2	-8	-0.1	-1.1	-1	-1.2	10	-1.5
COc1ccc(O)c(C(=O)c2cc(C#N)c(=O)n(CC3CCCO3)c2)c1 (centres undefined)	-29	-0.9	-5	1	-37	-0.1	0.1	-9	-1.7	-6	1.1
O=C(O)c1nccnc1C(=O)N1CCN(c2ccccc2)CC1	1	-1.2	2	-3	0	0.0	0.9	-3	3.6	-9	0.6
CC(C)CC(=O)Nc1nnc(SCC(=O)NCC2CCCO2)s1 (centres undefined)	2	-0.9	-4	-1	-3	-1.8	1.3	-1	0.4	2	1.1
CC1CCCCC1n1c(-c2cccnc2)n[nH]c1=S (centres undefined)	1	-0.9	-1	-2	4	0.3	-2.6	1	2.4	1	-3.0
CCN(CC)c1nc(N(CC)CC)[nH]c(=O)n1	4	-0.7	-2	-2	6	-0.3	-1.1	0	0.8	-2	-1.2

Profiles as entered above. Screens in order: PLC-gamma1 inh, ssDAF12 agonist, MBD2 DNA inh, SMARCA2 activ, PLC-beta3 inh, DAX1 inh-1, hcDAF-12 act, ADAM17 inh, DAX1 inh-2, NR1D1 modulator, hgDAF12 agonist
Cc1ccc(S(=O)(=O)N2[C@H](CC(=O)c3cccc4ccccc34)OC[C@@H]2C(C)C)cc1 reads 2, -0.8, 6, -4, 0, -0.5, -0.5, 6, /, 2, -2.6
Cc1c(Cl)cccc1N=C1SCCN1C(=O)CN1C(=O)NC2(CCCC2)C1=O reads 0, -1.1, 3, -2, -2, -0.3, -1.4, 4, -0.7, 5, -1.0
